# Screens from PubChem.
# Rac1 GTP hydrolysis – MgcRacGAP GTPase-activating activity inhibitors, confirmation, biochemical, ADP Hunter fluorescence | MgcRacGAP-stimulated Rac1 GTP hydrolysis, ADP Hunter fluorescence; higher % means a stronger effect; GST-tagged Rac1 F28L mutant substrate | AID 624330 | inhibition, % at 30 µM; hits with a dose series show IC50 in µM | 340,000 tested, 0.6% active;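 active means first-screen hits whose inhibition reached a set limit at any dose in the follow-up dose series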;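 further: fluorescence reports GDP produced by GAP-driven GTP hydrolysis; strong numbers were not always called active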
# RSV CPE inhibition – inhibition of RSV-induced cytopathic effect – HEp-2 cells, primary 10 µM value included (AID 2391). HEp-2 cells, RSV-induced CPE inhibition; higher % means a stronger effect. CPE inhibition, % at 10 µM; hits with a dose series show IC50 in µM. 310,000 tested, 0.13% active; in the data active means a potency from the dose series; further: strong numbers were not always called active
# GPR35 arrestin U2OS – inhibition of zaprinast-stimulated GPR35 beta-arrestin translocation – imaging, U2OS, beta-arrestin-GFP, zaprinast agonist, primary screen (AID 2058) | U2OS GPR35 beta-arrestin-GFP translocation imaging, zaprinast antagonism; higher % means a stronger effect | inhibition, % at 10 µM, or IC50 in µM where a hit was titrated | 290,000 tested, 0.052% active;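 active means inhibition of at least 50% with at least 30 cells and total cytoplasm GFP at most 10,000,000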
# SV40 large T antigen – SV40 large T antigen inhibitors, biochemical (AID 1903) | SV40 large T antigen ATPase/helicase inhibition assay; higher % means a stronger effect | inhibition, % at 20 µM; hits with a dose series show IC50 in µM | 310,000 tested, 0.39% active; in the data active means a potency from the dose series; further: strong numbers were not always called active
# UTI89 phage lysis – inhibition of K1F phage lysis, E. coli UTI89, bacterial capsule biogenesis inhibitors, alamar blue (AID 488966); E. coli UTI89 K1F phage lysis, alamar blue, 2 h; higher % means a stronger effect; inhibition, % at 100 µM; hits with a dose series show IC50 in µM; 340,000 tested, 0.02% active;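 active means phage lysis inhibition, versus mean bacterial control, above a set limit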;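 further: capsule biogenesis inhibitors block K1F phage lysis so surviving cells raise fluorescence; higher fluorescence means more inhibition of phage lysis; actives were called in the ten point dose series up to 300 µM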
# PhoP inhibition – PhoP-dependent GFP reporter repression – Salmonella Typhimurium, primary screen (AID 1863) | inhibition, % at 50 µM, or IC50 in µM where a hit was titrated | 300,000 tested, 0.16% active | S. Typhimurium PhoP-regulated promoter GFP reporter, 4 h; higher % means a stronger effect;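 active means inhibition over 29.93%, a cutoff 3 SD above the screen mean, later confirmed by dose response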;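 further: 0% = low Mg2+ inducing control and 100% = high Mg2+ repressing control; strong numbers were not always called active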
# GPR55 LPI antagonism – inhibition of LPI-stimulated GPR55 beta-arrestin translocation – imaging, U2OS, beta-arrestin-GFP, LPI agonist, primary screen (AID 2013); U2OS GPR55 beta-arrestin-GFP translocation imaging, LPI antagonism; higher % means a stronger effect; one-dose inhibition, % at 10 µM; IC50 in µM for titrated hits; 290,000 tested, 0.13% active;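 active means spots per cell inhibited over 60%, with over 100 cells counted and total cytoplasm intensity under 500,000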;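 further: U2OS cells stably carrying GPR55 and arrestin-GFP stimulated by 5 µM LPI near EC80; imaged beta-arrestin-GFP aggregate spots per cell after agonist stimulation; plate controls were LPI-stimulated DMSO wells for no effect and DMSO wells without LPI for full effect; some results filed as inactive read as strong as hits; confirmed hits need IC50 under 10 µM and bright autofluorescent wells are also inconclusive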
# NS5 inhibitors – Dengue-2 NS5 methyltransferase inhibitors, primary screen, biochemical, confirmation dose response (AID 588689); Dengue-2 NS5 methyltransferase capping enzyme assay, biochemical; higher % means a stronger effect; inhibition, % at 25 µM; hits with a dose series show IC50 in µM; 340,000 tested, 0.3% active; in the data active means a potency from the dose series
# HIV fusion peptide – inhibitors of HIV fusion peptide binding, primary screen, biochemical, uHTS, fluorescence dequenching (AID 1986) | cell-free peptide binding, fluorescence dequenching, 30 min; higher % means a stronger effect | inhibition, % at 20 µM; hits with a dose series show IC50 in µM | 290,000 tested, 0.3% active; in the data active means inhibition mostly above about 52%, no sharp cut-off; inactive means mostly below about 76%; further: some results filed as inactive read as strong as hits
# NS5 inhibitors pilot replicate – recorded beside NS5 inhibitors, whose call it bears; inhibition, %; measured here: pilot screen replicate inhibition
# Active calls of the source: *; . = not tested or not shown; [ ] = another dose, or the depositor's remark.
SMILES,Rac1 GTP hydrolysis,RSV CPE inhibition,GPR35 arrestin U2OS,SV40 large T antigen,UTI89 phage lysis,PhoP inhibition,GPR55 LPI antagonism,NS5 inhibitors,HIV fusion peptide,others
COc1ccccc1COC(=O)c1ccc(S(=O)(=O)N2CCOCC2)cc1,4%,2.0%,.,.,0.2%[50 µM],.,.,2%,.,
COc1ccc(NC(=O)c2sc3ncn(CC(=O)N4CCN(c5ccccn5)CC4)c(=O)c3c2C)c(OC)c1,2%,0.7%,8%,8%,1.9%,-11%,9%,-3%,-0.7%,
COc1ccccc1CNC(=O)c1cc(C(=O)CC(C)C)c[nH]1,8%,11%,-4%,5%,0.3%,-4%,6%,-5%,2.5%,
C/C(=N\NC(=S)NCc1ccccc1)c1ccco1,10%,-0.4%,4%,6%,0.2%,-10%,-10%,-8%,-1.5%,
CCC/C=N/NC(=O)CNC(=O)c1ccccc1Cl,3%,0.9%,11%,-23%,-0.3%,0%,6%,4%,-0.9%,
O=C(c1cnc(N2CCN(c3ccccn3)CC2)c2ccccc12)N1CCN(c2cccc(Cl)c2)CC1,1%,7.6%,-19%,26%,0.3%,2%,16%,-4%,2.3%,
CCc1ccc(C(=O)N2CCN(c3ccc(F)cc3)CC2)s1,-9%,0.0%,-4%,6%,2.3%,-3%,-7%,6%,-2.4%,
CC1(C)Cc2c(sc3c2c(N)nc(=S)n3Cc2ccc(Br)cc2)CO1,4%,2.4%,-11%,12%,-0.1%,-6%,10%,-2%,0.4%,
Cc1cc(C)n(CCNS(=O)(=O)c2ccc(Cl)cc2)n1,9%,0.9%,-10%,8%,1.8%[50 µM],-4%,0%,-5%,-0.6%,
CN(C)c1ccc(/C=N/O)cc1,22µM*,1.1%,-13%,38%,0.4%,-2%,-5%,-2%,-1.0%,
Cc1cccc(CS(=O)(=O)c2nnc([C@H](Cc3ccccc3)NC(=O)OC(C)(C)C)o2)c1,3%,-3.5%,-1%,-27%,-1.9%,-11%,4%,-30%,3.2%,
O=C1C=C(NCc2ccccc2)C2(CCCCC2)O1,5%,0.5%,0%,12%,0.7%,-11%,1%,1%,1.4%,NS5 inhibitors pilot replicate=0.6
Cc1cccc(Nc2nc(NCc3ccco3)nc(N3CCOCC3)n2)c1,9%,47%,12%,6%,0.4%,3%,6%,-1%,-3.8%,
CSc1nc2ccc(NC(=O)C3CC(=O)N(Cc4ccco4)C3)cc2s1 (configuration not stated),7%,1.2%,-6%,0%,0.8%,-2%,0%,-2%,16%,
Cc1ccc(C)c(CN2CCSCC2)c1,30%,0.5%,-6%,4%,-0.6%,-5%,10%,3%,0.9%,
COc1ccc(NS(=O)(=O)c2c(C)[nH]c(=O)[nH]c2=O)c(OC)c1,6%,2.0%,-5%,9%,0.5%,-3%,0%,1%,-0.6%,
Cc1cc(C)nc(/N=C(\NC(=O)C(C)(C)C)Nc2ccc(F)cc2)n1,12%,0.1%,-5%,3%,0.3%,-3%,4%,-10%,0.5%,
Cc1cc(C(=O)OCC(=O)Nc2cc(Cl)ccc2C)c(C)o1,5%,0.9%,.,.,1.3%[50 µM],.,.,-7%,.,
COc1ccc(CC(NC(C)=O)C(=O)NC2CCN(C(=O)NCc3ccccc3)CC2)cc1 (configuration not stated),5%,0.8%,0%,7%,9.4%,1%,-1%,-7%,2.0%,
O=C(OCCCN=C1NS(=O)(=O)c2ccccc21)c1ccccc1,5%,1.1%,7%,-2%,0.1%,0%,-10%,-1%,1.0%,
O=C(/C=C/c1c(F)cccc1Cl)NCc1ccco1,-5%,4.1%,-1%,9%,-0.3%,-1%,12%,7%,3.9%,
Cc1ccc(OCCSc2nc3ccccc3n2CC(=O)O)cc1,11%,4.5%,-2%,8%,0.1%,-4%,9%,4%,3.1%,
CCOC(=O)N/N=C(/C)c1cccc(-n2cnnn2)c1,7%,-1.2%,14%,10%,-1.4%,-4%,-12%,2%,-0.4%,
COc1ccc(S(=O)(=O)NCc2c(-c3ccccc3)noc2C)c(OC)c1,9%,0.5%,8%,3%,0.8%,.,4%,-15%,-0.9%,
O=C1[C@H]2[C@@H](c3ccc(F)cc3)N3C(=O)N(c4cccc(Br)c4)C(=O)[C@@]3(Cc3ccccc3)[C@H]2C(=O)N1C1CCCCC1,7%,4.0%,.,2%,1.7%,11%,.,2%,.,

# Reprinted from the entries so far (6 entries):
SMILES,Rac1 GTP hydrolysis,RSV CPE inhibition,GPR35 arrestin U2OS,SV40 large T antigen,UTI89 phage lysis,PhoP inhibition,GPR55 LPI antagonism,NS5 inhibitors,HIV fusion peptide,others
COc1ccccc1COC(=O)c1ccc(S(=O)(=O)N2CCOCC2)cc1,4%,2.0%,.,.,0.2%[50 µM],.,.,2%,.,
COc1ccc(NC(=O)c2sc3ncn(CC(=O)N4CCN(c5ccccn5)CC4)c(=O)c3c2C)c(OC)c1,2%,0.7%,8%,8%,1.9%,-11%,9%,-3%,-0.7%,
COc1ccccc1CNC(=O)c1cc(C(=O)CC(C)C)c[nH]1,8%,11%,-4%,5%,0.3%,-4%,6%,-5%,2.5%,
C/C(=N\NC(=S)NCc1ccccc1)c1ccco1,10%,-0.4%,4%,6%,0.2%,-10%,-10%,-8%,-1.5%,
CCC/C=N/NC(=O)CNC(=O)c1ccccc1Cl,3%,0.9%,11%,-23%,-0.3%,0%,6%,4%,-0.9%,
O=C(c1cnc(N2CCN(c3ccccn3)CC2)c2ccccc12)N1CCN(c2cccc(Cl)c2)CC1,1%,7.6%,-19%,26%,0.3%,2%,16%,-4%,2.3%,

# The list goes on:
SMILES,Rac1 GTP hydrolysis,RSV CPE inhibition,GPR35 arrestin U2OS,SV40 large T antigen,UTI89 phage lysis,PhoP inhibition,GPR55 LPI antagonism,NS5 inhibitors,HIV fusion peptide,others
Cc1nn(CC(=O)NC(C)c2ccccc2)c(C)c1[N+](=O)[O-] (configuration not stated),6%,3.2%,-4%,7%,0.3%,-9%,.,-3%,0.7%,
Cc1ccc(NC(=O)CCn2c(=O)[nH]c3ccsc3c2=O)cc1F,8%,0.3%,10%,-5%,0.5%,-1%,-11%,-4%,1.5%,
CCOC(=O)C(C)Oc1cccc2c(=O)n(CC(=O)NCc3ccc4c(c3)OCO4)ccc12 (configuration not stated),3%,3.1%,4%,4%,0.3%,8%,-16%,-1%,0.4%,
COc1ccc2c(c1)C(C)=CC(C)(C)N2C(=O)CSc1nnc(-c2ccc(C)cc2)o1,8%,12%,-2%,9%,3.8%,-6%,12%,1%,0.9%,
COc1cccc(C(C(=O)NC(C)(C)C)N(C(=O)CCC(=O)Nc2cc(C)on2)C(C)C)c1OC (configuration not stated),5%,1.7%,-10%,5%,0.5%,-9%,4%,-6%,-2.1%,
CCCC(=O)Nc1ccc(NC(=O)C2CC2)cn1,9%,1.3%,-6%,1%,-1.3%,-2%,0%,-5%,2.9%,
Cc1ccccc1NC(=S)NNC(=O)c1ccoc1C,2%,1.6%,-11%,13%,5.8%,-3%,30%,4%,-3.3%,
Cc1ccccc1NC(=O)Cn1cccc1,6%,.,6%,21%,-2.2%,-1%,15%,-2%,-1.0%,
O=C(Cc1nc(=O)c2ccccc2s1)Nc1ccccc1,2%,0.0%,0%,14%,0.6%,-22%,16%,-1%,-4.5%,NS5 inhibitors pilot replicate=3.0
CN(C)CCCNS(=O)(=O)c1ccc(NC2CCCCCC2)c([N+](=O)[O-])c1,6%,2.9%,7%,14%,1.6%,-10%,1%,-6%,0.0%,
CC(=O)c1ccc(NC(=O)c2cnn3ccccc23)cc1,5%,1.4%,14%,-1%,-0.3%,14%,1%,-5%,-1.6%,
CC(C)c1cc(C(=O)NCc2cccnc2)no1,11%,1.0%,3%,-8%,0.0%,10%,-2%,2%,-2.7%,
Cc1ccc([N+](=O)[O-])cc1S(=O)(=O)Nc1ccc(C(=O)NCc2ccccn2)cc1,1%,2.0%,.,-2%,1.1%[50 µM],2%,.,7%,.,
CC(=O)c1c(C)n(CC(=O)NCc2ccco2)c2ccccc12,2%,3.7%,-12%,10%,0.2%,4%,3%,-5%,-0.7%,
COc1ccc(-n2nnc3c(SCc4ccccc4)ncnc32)cc1,9%,2.2%,-9%,4%,1.6%,2%,10%,-2%,0.0%,
Cc1ccc(/C(O)=C2\C(=O)C(=O)N(CC(C)O)C2c2ccc(N(C)C)cc2)cc1 (configuration not stated),16%,-0.8%,-1%,6%,0.4%,-9%,4%,9%,-1.8%,
CCN(CC(=O)NCc1ccc(F)cc1)C(=O)c1ccc(C(=O)c2ccccc2)cc1,6%,3.9%,12%,-1%,0.1%,5%,-3%,-1%,-0.8%,
O=c1n(-c2ccccc2)c(=O)n2n1CCC2,8%,1.6%,-7%,-2%,1.9%,8%,15%,-5%,0.7%,
CCN(CC)CCNC(=O)c1ccc(NC(=O)c2ccc(F)cc2)cc1,14%,0.4%,-9%,42%,0.1%,11%,10%,-5%,-0.7%,
O=C(Cc1cccs1)NNC(=O)c1ccc(F)cc1,6%,1.1%,1%,9%,-0.8%[50 µM],13%,8%,-3%,-1.1%,
CCCCn1c(N)c(N(CC)C(=O)/C=C/c2ccco2)c(=O)[nH]c1=O,5%,-0.3%,1%,5%,0.1%,-8%,-5%,-9%,-0.8%,
CCOC(=O)N1CCN(S(=O)(=O)c2ccc(C(=O)Nc3nnc(C)o3)cc2)CC1,0%,1.5%,1%,3%,1.7%[50 µM],8%,8%,-5%,-0.7%,
CN(CC(=O)Nc1cccc(F)c1)C(=O)c1ccncc1,5%,1.2%,21%,27%,0.1%,1%,7%,1%,0.3%,
O=C(NC1=NCCS1)c1ccccc1,-2%,1.1%,7%,8%,-1.4%,1%,14%,-10%,1.9%,
O=C1C2CC(O)CN2C(=S)N1Cc1ccccc1 (configuration not stated),.,.,9%,12%,.,-5%,-1%,.,1.4%,
O=C(CN1C(=O)COc2ccc(Cl)cc21)Nc1ccc(N2CCOCC2)cc1,4%,1.9%,-14%,1%,0.1%[50 µM],-2%,0%,-8%,-0.6%,
c1ccc(-c2ncnc3cc4n(c23)CCC4)cc1,12%,3.1%,-6%,11%,0.1%,3%,-7%,6%,-0.3%,
O=C1NC2(CCc3ccccc3C2)C(=O)N1CCOc1cccc(Cl)c1 (configuration not stated),6%,2.0%,6%,14%,-0.5%[50 µM],7%,1%,1%,-3.1%,
O=C(Nc1ccon1)c1ccccc1Cl,4%,0.7%,8%,10%,1.2%,3%,3%,-6%,-0.1%,
